# High-throughput results deposited in PubChem BioAssay by several laboratories.
# XIAP displacement – XIAP antagonists, biochemical, IAP family, fluorescence polarization (AID 1018); XIAP BIR domain, fluorescence polarization peptide displacement; higher % means a stronger effect; displacement, % at 20 µM; hits with a dose series show IC50 in µM; hit rate 0.007% among 200,000; in the data active = displacement above about 50%; note: a part of the inactive calls stands beside numbers as strong as those of hits
# SIAH1 antagonists – blockers of Siah-1 interaction with plectin peptide – biochemical, fluorescence polarization, rhodamine-plectin, uHTS, primary screen (AID 1817). Siah-1 / rhodamine-plectin peptide fluorescence polarization; higher % means a stronger effect. displacement, % at 20 µM; hits with a dose series show IC50 in µM. hit rate 0.02% among 290,000;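 active = displacement of at least 50% at 20 µM, with a fluorescence ratio check between 0.3 and a set limit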;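 note: plate controls were Siah plus tracer with DMSO for no effect and tracer alone without Siah for full effect; strong numbers were not always called active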
# Dengue-2 NS5 capping – flavivirus cap methylation enzyme inhibition – biochemical, confirmation dose response, primary screen (AID 588689) | Dengue-2 NS5 methyltransferase capping enzyme assay, biochemical; higher % means a stronger effect | hit rate 0.3% among 340,000 | inhibition, % at 25 µM, or IC50 in µM where a hit was titrated; in the data active = a potency from the dose series
# HEK293 NOD2/NF-kB – NOD2 signaling inhibitors, cell-based, luminescence, uHTS, HEK293 (AID 1566) | HEK293 NOD2/NF-kB luciferase reporter, luminescence; higher % means a stronger effect | inhibition, % at 4 µM; hits with a dose series show EC50 in µM | hit rate 0.63% among 290,000; note: many of its hits are not listed in these tables
# HIV fusion peptide – inhibitors of HIV fusion peptide binding, primary screen, biochemical, uHTS, fluorescence dequenching (AID 1986); cell-free peptide binding, fluorescence dequenching, 30 min; higher % means a stronger effect; inhibition, % at 20 µM, or IC50 in µM where a hit was titrated; hit rate 0.3% among 290,000; in the data active = inhibition mostly above about 52%, no sharp cut-off; inactive = mostly below about 76%; note: some results filed as inactive read as strong as hits
# Lipid droplet – hepatic lipid droplet formation modulation; AML12 mouse hepatocytes, oleate lipid droplets, BODIPY imaging; inhibition, % at 6.5 µM; hit rate 0.4% among 240,000;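 active = lipid droplet intensity inhibited by at least 50%, with more than 500 cells counted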
#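 Assay system: AML12 mouse liver cells | Compound dosing: One dose, 6.5 µM compound | Read-out basis: Droplet intensity reduction, % inhibition | Measured by: Fluorescence imaging, 20x objective, two fields per well | Schedule: Overnight treatment with compound plus oleate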
# AID2073 – disruptors of CaV2.2 binding to Mint1 – biochemical, HTRF (AID 2073) | HTRF protein-protein interaction, Mint1-CaV2.2; higher % means a stronger effect | hit rate 0.19% among 290,000 | one-dose inhibition, % at 20 µM; IC50 in µM for titrated hits; in the data active = inhibition mostly above about 51%, no sharp cut-off; note: some results filed as inactive read as strong as hits
# LYP phosphatase – inhibitors of LYP phosphatase, biochemical, fluorescence intensity, uHTS (AID 1779); recombinant LYP phosphatase, fluorescence intensity; higher % means a stronger effect; one-dose inhibition, % at 11.5 µM; IC50 in µM for titrated hits; hit rate 0.054% among 290,000;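 note: plate controls were vehicle with enzyme for no effect and no enzyme for full effect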
# Myeloid diff 2 – compounds promoting myeloid differentiation; ER-HoxA9 myeloid progenitors, lysozyme-GFP differentiation, flow cytometry; hit rate 1% among 360,000; calls only at 10 µM;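 active = normalized GFP-positive differentiation at or above the plate's own cutoff, the solvent-only control mean plus 3 SD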;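 note: cells exposed to compound for four days before flow analysis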
# Lipid droplet cells 6.5 µM – recorded beside Lipid droplet, whose call it bears; cell count; measured here: cell count, cytotoxicity flag;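 cells counted across two imaged fields per well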
# Dengue-2 NS5 capping pilot replicate – also measured in Dengue-2 NS5 capping; calls as there; inhibition, %; measured here: pilot screen replicate inhibition
# Myeloid diff 2 GFP+ MAC1+ % – recorded beside Myeloid diff 2, whose call it bears; GFP+ MAC1+ double positive, %; measured here: differentiation confirmed by MAC1 staining
# An asterisk follows results filed as active; i = inactive; nt = not tested or not shown. Cut-off read from the data, not from the text of the source, unless noted: active = inhibition above about 50%; inactive = the rest. These rows are one share of the data, so the mix of outcomes need not match the whole.
SMILES,XIAP displacement,SIAH1 antagonists,Dengue-2 NS5 capping,HEK293 NOD2/NF-kB,HIV fusion peptide,Lipid droplet,Lipid droplet cells 6.5 µM,AID2073,LYP phosphatase,Myeloid diff 2,Myeloid diff 2 GFP+ MAC1+ %,others
COc1cc(COC(=O)c2cnc(C)cn2)c(OC)cc1Br,nt,11.0%,7.5%,-4.5%,-0.1%,4.1,752,-3.0%,-6.0%,i,1.1,
CCCC(C)c1nc(C(N)=O)c2[nH]c(=O)n(-c3ccc(OC)cc3OC)c2n1 (centres undefined),nt,-4.0%,5.3%,-6.2%,-1.6%,-0.5,759,14.8%,-7.3%,i,3.0,
CCOC(=O)c1sc(C)c(C(N)=O)c1NC1=NCCCCC1,-4.5%,0.7%,-4.0%,8.0%,8.6%,nt,nt,14.5%,0.4%,i,8.1,
Cc1ccc2[nH]c3c(c2c1)CCCC3=O,-1.7%,-2.4%,6.6%,-9.3%,0.4%,16.2,681,22.9%,0.8%,i,0.9,
CCOc1cccc(/C(O)=C2/C(=O)C(=O)N(CCOC)C2c2ccc(C)o2)c1 (centres undefined),-2.6%,1.6%,5.1%,23.4%,16.2%,nt,nt,-17.0%,-8.1%,i,0.8,
CCOC(=O)c1c(C)[nH]c(C(=O)Cn2c(=O)oc3ccccc32)c1C,-0.3%,5.3%,nt,-12.5%,3.0%,-43.4,702,6.9%,2.6%,i,1.4,
CNC(=O)c1[nH]cnc1C(=O)Nc1ccc(OC)cc1,nt,1.5%,8.0%,-3.7%,-1.7%,-13.9,692,4.4%,-0.9%,i,1.3,
CC(C)NC(=O)NNC(=O)Cn1nnc(-c2cccc(Cl)c2Cl)n1,nt,6.7%,nt,10.5%,0.6%,-1.8,706,8.2%,-3.8%,i,0.2,
COc1ccccc1NC(=O)c1nn(-c2cccc(C(F)(F)F)c2)ccc1=O,3.0%,-1.4%,-4.7%,19.9%,1.2%,nt,nt,-5.3%,-0.7%,i,0.7,
CCc1ccc(C(=O)O)cc1,nt,-5.5%,-5.4%,5.4%,-0.4%,-1.8,743,8.4%,-9.4%,i,0.3,
CCc1ccc(CCC(=O)Nc2ccc(Cl)cc2)o1,nt,2.5%,-6.5%,12.2%,2.5%,-0.3,764,8.6%,-3.8%,nt,nt,
Cc1ccc(N2CC(C(=O)Nc3ccc(S(=O)(=O)Nc4nccs4)cc3)CC2=O)cc1C (centres undefined),nt,6.8%,0.0%,-9.4%,4.0%,4.0,759,5.2%,-5.6%,i,0.6,

# Fetched by compound from the entries so far (5):
SMILES,XIAP displacement,SIAH1 antagonists,Dengue-2 NS5 capping,HEK293 NOD2/NF-kB,HIV fusion peptide,Lipid droplet,Lipid droplet cells 6.5 µM,AID2073,LYP phosphatase,Myeloid diff 2,Myeloid diff 2 GFP+ MAC1+ %,others
CC(C)NC(=O)NNC(=O)Cn1nnc(-c2cccc(Cl)c2Cl)n1,nt,6.7%,nt,10.5%,0.6%,-1.8,706,8.2%,-3.8%,i,0.2,
CCOC(=O)c1sc(C)c(C(N)=O)c1NC1=NCCCCC1,-4.5%,0.7%,-4.0%,8.0%,8.6%,nt,nt,14.5%,0.4%,i,8.1,
CCOc1cccc(/C(O)=C2/C(=O)C(=O)N(CCOC)C2c2ccc(C)o2)c1 (centres undefined),-2.6%,1.6%,5.1%,23.4%,16.2%,nt,nt,-17.0%,-8.1%,i,0.8,
COc1ccccc1NC(=O)c1nn(-c2cccc(C(F)(F)F)c2)ccc1=O,3.0%,-1.4%,-4.7%,19.9%,1.2%,nt,nt,-5.3%,-0.7%,i,0.7,
Cc1ccc(N2CC(C(=O)Nc3ccc(S(=O)(=O)Nc4nccs4)cc3)CC2=O)cc1C (centres undefined),nt,6.8%,0.0%,-9.4%,4.0%,4.0,759,5.2%,-5.6%,i,0.6,

# Next part.
SMILES,XIAP displacement,SIAH1 antagonists,Dengue-2 NS5 capping,HEK293 NOD2/NF-kB,HIV fusion peptide,Lipid droplet,Lipid droplet cells 6.5 µM,AID2073,LYP phosphatase,Myeloid diff 2,Myeloid diff 2 GFP+ MAC1+ %,others
CC(Sc1nc(-c2ccccc2)cc(C(F)(F)F)n1)C(=O)N1CCCC1 (centres undefined),-2.3%,2.0%,-0.7%,2.6%,0.3%,-11.2,622,2.9%,-3.5%,i,2.2,
O=C(Cn1cnc2scc(-c3ccc(Cl)cc3)c2c1=O)N1CCOCC1,nt,6.5%,-1.7%,9.0%,-1.5%,5.8,663,1.7%,-4.7%,i,0.5,
CCOC(=O)N1CCN(C(=O)c2cc(-c3ccc(F)cc3)[nH]c2C)CC1,-1.2%,1.2%,-4.8%,-1.8%,-2.6%,nt,nt,-5.6%,-3.8%,i,0.5,
O=C1c2cccnc2C(=O)N1CO,-7.3%,-0.6%,-5.4%,20.0%,4.0%,nt,nt,2.3%,-5.3%,i,1.0,
COCCCNC(=O)CCn1c(=O)c2ccccc2n(CC(=O)Nc2ccccc2C)c1=O,-6.9%,5.7%,-5.5%,7.8%,0.9%,-0.2,718,0.8%,2.8%,i,0.9,
Cc1cccc(CCNC(=O)c2cc(=O)[nH]c3ccc(Br)cc23)c1,-9.5%,3.8%,nt,2.1%,1.8%,-11.8,630,8.3%,-3.1%,nt,nt,
COc1ccc(NC(=O)C2C3C=CC(O3)C2C(=O)O)cc1 (centres undefined),nt,10.9%,-4.1%,5.3%,0.6%,3.0,822,-0.4%,-8.5%,i,1.1,
CCOc1cccc(C(=O)Nc2cccc(C(C)=O)c2)c1,-9.6%,-5.8%,-4.5%,-35.8%,-0.2%,5.2,717,22.9%,-1.0%,i,0.6,
COC1OC(CO)C(O)C(O)C1O (centres undefined),-3.2%,1.7%,2.1%,12.2%,-0.7%,12.5,726,7.7%,-1.8%,i,1.5,
Cc1nnc(SCC(=O)NNC(=O)c2ccc(Br)cc2)n1C,-3.9%,12.9%,nt,4.4%,-0.2%,4.5,611,8.2%,-2.6%,i,0.2,
Cc1ccc(C)c(NC(=O)c2ccc(N(C)S(C)(=O)=O)cc2)c1,-5.5%,-0.2%,-0.8%,-12.6%,2.2%,-12.5,700,2.0%,-6.7%,i,1.9,
O=C(Nc1ccc(Cl)c([N+](=O)[O-])c1)c1ccncc1,-5.0%,1.4%,2.2%,14.5%,-0.6%,-2.5,567,-1.7%,-5.9%,i,0.3,

# Molecules shown so far with a COOH group:
SMILES,XIAP displacement,SIAH1 antagonists,Dengue-2 NS5 capping,HEK293 NOD2/NF-kB,HIV fusion peptide,Lipid droplet,Lipid droplet cells 6.5 µM,AID2073,LYP phosphatase,Myeloid diff 2,Myeloid diff 2 GFP+ MAC1+ %,others
CCc1ccc(C(=O)O)cc1,nt,-5.5%,-5.4%,5.4%,-0.4%,-1.8,743,8.4%,-9.4%,i,0.3,
COc1ccc(NC(=O)C2C3C=CC(O3)C2C(=O)O)cc1 (centres undefined),nt,10.9%,-4.1%,5.3%,0.6%,3.0,822,-0.4%,-8.5%,i,1.1,

# (list continues)
SMILES,XIAP displacement,SIAH1 antagonists,Dengue-2 NS5 capping,HEK293 NOD2/NF-kB,HIV fusion peptide,Lipid droplet,Lipid droplet cells 6.5 µM,AID2073,LYP phosphatase,Myeloid diff 2,Myeloid diff 2 GFP+ MAC1+ %,others
O=C(CCC1CCCCC1)NCCN1C2=NC[C@H](Cc3ccc(O)cc3)N2C[C@H]1Cc1ccc(O)cc1,-10.8%,-5.0%,-6.1%,-5.4%,-2.0%,-10.6,705,2.5%,-9.0%,i,1.4,
CCCc1nnc(NC(=O)CCC(=O)N2CCCCC2)s1,nt,5.7%,-4.4%,6.9%,-0.9%,-1.4,763,-0.7%,-11.5%,i,2.2,
COc1cc2c(cc1OC)CN(C(=O)CCc1c[nH]c3ccccc13)[C@H](C(=O)O)C2,nt,5.1%,-3.2%,12.7%,4.4%,7.6,770,6.5%,-7.9%,i,0.2,
CN1C[C@@H]2C[C@@H](C3=Cc4cc(Cl)ccc4OC3)N3CCC[C@@]23C1=O,-6.3%,1.2%,-4.3%,4.0%,-0.2%,-5.0,634,8.5%,-1.3%,i,0.3,
CCc1c(O)nc(SCc2ccc(F)cc2)[nH]c1=O,nt,-2.1%,-6.5%,-16.8%,0.8%,9.5,842,-2.7%,-8.1%,i,0.4,Dengue-2 NS5 capping pilot replicate=-5.5
CCOC(=O)c1c(CSc2ccccc2)n(C)c2cc(Br)c(OC)c(O)c12,nt,-2.4%,4.0%,23.9%,-0.2%,-15.1,785,0.8%,-5.9%,i,0.4,
COc1cccc(-c2cc(C(=O)NN3CCOCC3)c3ccccc3n2)c1,-0.1%,0.7%,-7.1%,-4.6%,2.1%,-13.5,662,48.8%,-2.9%,i,0.1,
COCCn1c(SCC(=O)c2ccccc2)nc2c(c1=O)SCC2,-3.9%,0.9%,-1.5%,-9.5%,-0.4%,7.1,709,-5.2%,3.5%,i,0.1,
Cc1cc(C(=O)OCC(=O)NCCCN2CCCC2=O)c2ccccc2n1,-2.8%,-3.1%,9.7%,-5.6%,-0.1%,nt,nt,3.4%,-1.1%,i,1.3,
CCn1ncc(C2=NOC(C(=O)Nc3cc(OC)c(Cl)cc3OC)C2)c1C (centres undefined),-5.3%,6.9%,-3.4%,15.8%,-2.6%,-0.2,744,-1.0%,-5.4%,i,16.8,
CCOCc1nnc(NC(=O)c2cc(Cl)ccc2OC)s1,-5.0%,-3.5%,-0.8%,11.9%,0.3%,-5.2,754,-37.7%,5.6%,i,1.4,
CCOC(=O)C(NC(=O)Nc1ccc(Cl)cn1)(Oc1ccccc1)C(F)(F)F (centres undefined),-6.5%,-1.3%,-7.0%,12.1%,0.8%,-22.3,653,0.6%,-0.1%,i,1.0,
CN=Cc1nc(-c2ccccc2)oc1O,-7.0%,-0.2%,2.0%,-31.5%,-1.6%,-4.3,736,-3.5%,-2.7%,i,0.8,
O=C(NCC1CCCO1)c1ccc(CNS(=O)(=O)c2ccc(F)c(Cl)c2)cc1 (centres undefined),1.0%,11.5%,4.6%,15.6%,-0.5%,-14.6,675,-6.9%,-6.4%,i,0.3,
CNC(=S)NCCc1c[nH]c2ccc(OC)cc12,-5.5%,2.8%,-1.5%,22.9%,0.2%,6.5,759,-3.9%,0.4%,i,0.5,
Cc1c(C(=O)N2CCOCC2)sc(NC(=O)Cc2ccccc2)c1C#N,-1.6%,8.6%,-2.9%,7.2%,0.4%,-24.0,704,-2.2%,-9.0%,i,1.1,
Cc1onc(-c2ccccc2)c1C(=O)n1cccn1,-5.6%,-6.5%,-7.4%,3.4%,-1.8%,-8.4,742,-6.9%,-7.6%,i,1.6,
CCOC(=O)C1CCN(C(=O)Cn2cnc3sc(C)c(S(=O)(=O)N4CCCCC4)c3c2=O)CC1,nt,1.0%,3.3%,8.8%,-0.2%,-4.4,826,5.8%,-9.6%,i,0.6,
COc1ccc2ccccc2c1/C=N/NC(=S)NCCN1CCOCC1,-10.2%,6.4%,-1.5%,-11.0%,2.8%,1.6,739,-34.4%,-2.0%,i,0.8,
CCOC(=O)N1CCC(NC(=O)c2cccnc2SC)CC1,13.0%,2.6%,7.0%,-8.4%,-0.2%,11.9,766,-8.8%,-10.3%,i,0.5,
